High-throughput results as filed in PubChem BioAssay.
PglD DTNB: blocks C. jejuni PglD acetyltransferase activity; purified PglD enzyme, DTNB colorimetric CoA detection; inhibition, % at 12.5 µM; actives 0.098% (n = 360,000); AID 602405; in the data active = inhibition above about 16%, passing the limit was not always enough; also: strong numbers were not always called active
RAD54 branch: inhibitors of human RAD54 branch migration | inhibition, % at 10.4 µM | AID 602329 | RAD54 Holliday junction branch migration, FAM/BHQ fluorescence | actives 0.14% (n = 360,000) | Q92698;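 active = mean normalized replicate activity at least 40 and at least half of replicates scoring 40 or more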;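 also: 0% = median of neutral control wells and 100% = median of positive control wells; inhibitors cause a drop in the FAM fluorescence signal; in these data hits start at about 50%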
Target sequence (Q92698 whole entry, looked up): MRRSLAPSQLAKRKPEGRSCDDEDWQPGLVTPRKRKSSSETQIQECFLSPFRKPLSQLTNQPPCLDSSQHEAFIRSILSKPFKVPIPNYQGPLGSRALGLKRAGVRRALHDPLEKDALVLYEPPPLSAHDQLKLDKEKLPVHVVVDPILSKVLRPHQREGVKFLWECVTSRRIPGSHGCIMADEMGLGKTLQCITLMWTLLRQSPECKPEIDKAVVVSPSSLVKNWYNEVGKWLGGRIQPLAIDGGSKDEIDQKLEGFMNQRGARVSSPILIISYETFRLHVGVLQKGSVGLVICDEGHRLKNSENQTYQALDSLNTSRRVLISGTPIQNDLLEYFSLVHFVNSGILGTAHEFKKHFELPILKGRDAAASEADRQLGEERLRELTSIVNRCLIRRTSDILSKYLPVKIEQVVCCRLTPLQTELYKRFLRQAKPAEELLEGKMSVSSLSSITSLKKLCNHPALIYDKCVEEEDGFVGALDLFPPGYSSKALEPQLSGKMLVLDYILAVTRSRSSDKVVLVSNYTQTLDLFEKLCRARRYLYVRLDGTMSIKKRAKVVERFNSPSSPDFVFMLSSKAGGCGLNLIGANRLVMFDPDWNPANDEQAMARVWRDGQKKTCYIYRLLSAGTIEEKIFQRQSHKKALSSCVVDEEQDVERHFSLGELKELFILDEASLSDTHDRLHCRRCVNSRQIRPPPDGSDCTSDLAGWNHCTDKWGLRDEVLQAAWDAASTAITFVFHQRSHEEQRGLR
PGC1a acetyl inh: modulators of PGC1a acetylation. U2OS PGC1a acetylation, AlphaScreen anti-acetyl-lysine; with virally co-expressed GCN5 acetyltransferase. inhibition, % at 15.6 µM. actives 0.17% (n = 350,000). AID 651687;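 active = every replicate shows inhibition of at least 40%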;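 also: 0% = neutral control wells and 100% = positive control wells; some results beyond the cut were filed as inactive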
Cneo AK release: Cryptococcus neoformans lysis via adenylate kinase release; actives 0.2% (n = 360,000); AID 651654; C. neoformans lysis, adenylate kinase release luminescence, 4 h; normalised: neutral wells 0, clomiphene wells 100; lysis activity, % at 15 µM;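 active = mean lysis activity across replicates of at least 80%, whatever share of replicates individually reach that level; inactive = mean lysis activity below 80%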
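Material – log-phase Cryptococcus neoformans yeast cells · Input – 5 × 10^6 yeast cells/mL · Medium – fresh YPD growth medium · Doses – single compound concentration per well · Timing – static 4 h at 37 °C with compound, 1 h detection · Detection – adenylate kinase release luminescence · Read-out – signal increase indicating cell lysis · Control set – Clomiphene as positive lysis control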
miR-122 sensor: miR-122 inhibition in Huh7 cells. actives 0.3% (n = 340,000). activation (reporter increase), % at 12.5 µM. Huh7 miR-122 Renilla luciferase sensor, 48 h; neutral wells = 0, positive control = 100;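 active = mean replicate activation score at least 90 and every replicate individually at or above 90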;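 also: higher luciferase means less miR-122 activity so hits act as miR-122 inhibitors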
ERAP1 inh: blocks human ERAP1 aminopeptidase activity | Q9NZ08 | recombinant ERAP1, Leu-AMC fluorescence, 60 min | inhibition, % at 10.7 µM | actives 0.15% (n = 340,000);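 active = mean replicate inhibition of at least 30%, or all replicates individually reaching that 30% level; inactive = mean below 30% and not every replicate reaching it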;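 also: 0% = neutral control wells and 100% = L-leucinethiol positive control wells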
RAD52 inh: inhibitors of human RAD52 DNA annealing. P43351. recombinant RAD52 DNA annealing, FRET fluorescence. inhibition, % at 18.7 µM. actives 0.46% (n = 360,000);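 active = every replicate showing at least 50% inhibition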
E-selectin induc: E-selectin induction on HUVECs | P16581 | HUVEC E-selectin immunofluorescence imaging; normalized: neutral wells 0, TNF-alpha wells 100 | activation, % at 7.58 µM | actives 0.37% (n = 260,000) | AID 686992;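 active = mean E-selectin-positive cell signal at least 10% of the positive control, reached in at least 60% of replicates, without over 20% cell loss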;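 also: in these data hits start at about 27%; measured in HUVEC primary endothelial cells; signal is the percent of cells scored E-selectin positive by PE staining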
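Assay system: HUVEC primary endothelial cells. Input: 3,000 HUVEC seeded per well. Doses: one compound dose added by pin transfer. Read-out basis: % PE-positive cells. Benchmarks: TNF-alpha high, DMSO low. Detection: immunofluorescence imaging. Buffer or medium: EGM-2, gelatin.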
* hit, by the source's call; . = no result given; & = joins results of further samples; [ ] = another dose, or the depositor's remark.

SMILES	PglD DTNB	RAD54 branch	PGC1a acetyl inh	Cneo AK release	miR-122 sensor	ERAP1 inh	RAD52 inh	E-selectin induc
O=C(OCc1ccccc1)C1=NNC2C(=O)N(Cc3ccccc3)C(=O)C12 (stereo not given)	.	.	0	.	.	-1	-3	4.5
O=C(CS(=O)(=O)Cc1ccccc1)NCC1CCCO1 (stereo not given)	-2	0	-1	0	-9	.	.	.
CNC(=O)NC(=O)C(C)OC(=O)c1c2c(nc3ccccc13)/C(=C/c1cccs1)CC2 (stereo not given)	7	8	.	1	-31	1	-9	.
O=C(C[C@@H]1CC[C@H](NC(=O)c2cnccn2)[C@H](CO)O1)NCc1ccccc1F	4	-9	6	0	-6[16.7 µM]	0	-5	-0.4
COC(CNC(=O)C(=O)Nc1cc2c3c(c1)CCN3C(=O)CC2)OC	-4	-17	.	2	.	4	-9	5.8
Cc1cccc(S(=O)(=O)N2CCCCN3[C@@H](CO)[C@H](c4ccc(-c5ccncc5)cc4)[C@@H]3C2)c1	2	18	-1	0	3[16.7 µM]	2	13	0.7
Cc1ccc(C(=O)OCC(=O)NCc2ccccc2)cc1S(=O)(=O)N1CCCCC1	1	-12	8	0	2	-6	-27	.
CCOc1ccccc1CNC(=O)CCn1ccc2cc(S(=O)(=O)N3CCCCC3)ccc21	-2	10	1	-1	20	4	-46	.
O=C(CNC(=O)c1ccc(Br)o1)NCC1COc2ccccc2O1 (stereo not given)	2	5	-4	0	-2	0	-17	-1.1
C[C@@H]1CCCCO[C@@H](CN(C)C(=O)C2CCCCC2)[C@@H](C)CN([C@@H](C)CO)C(=O)c2cc(NC(=O)Cc3ccccc3)ccc2O1	-4	-2	3	1	-7[16.7 µM]	0	1	0.0
O=C1C=C(c2ccc(F)c(Cl)c2)C[C@@H](c2ccc(F)cc2)C1	4	1	-10	-2	62	-3	-2	0.2
C/C=C/c1ccc2c(c1)O[C@@H](CN(C)C(=O)Nc1cccc(F)c1)[C@H](C)CN([C@@H](C)CO)S2(=O)=O	0	-4	-21	-5	4[16.7 µM]	1	12	0.3
O=C(NCCN1CCOCC1)c1cc([N+](=O)[O-])ccc1Cl	-5	-1	.	1	-19	0	-25	.
Cc1ccc(C)c(Nc2ccc3nonc3c2[N+](=O)[O-])c1	-10	-2	-3	-2	-4	-2	-11	.
O=C(CSc1nnc(-c2cccnc2)n1-c1ccccc1)Nc1ccc2c(c1)OCO2	-4	7	0	0	-1	.	.	.
Cc1c(Br)c([N+](=O)[O-])nn1C(C)C(=O)NCC1CCCO1 (stereo not given)	.	.	.	.	-2	4	-6	11
CN(CC(=O)N1CCc2ccccc21)S(=O)(=O)c1cccc2cccnc12	1	2	-10	-2	1	0	-11	.
O=C(COc1coc(CN2CCc3ccccc3C2)cc1=O)Nc1ccc(Cl)cc1	0	-5	.	0	0	-2	-7	-0.2
COc1ccc2oc(C(=O)N3CCCc4ccccc43)c(C)c2c1	-6	-3	5	-9	13	-3	-10	-1.2
Cc1c(NS(=O)(=O)c2cc(C(=O)O)ccc2Cl)c(=O)n(-c2ccccc2)n1C	3	0	6	-1	0	1	-13	.
CC(C)Cc1csc(NC(=O)c2ccc(Cl)cc2)c1C(=O)O	2	4	-1	2	-2	.	.	.
O=C(Nc1nc2cc3c(cc2s1)OCCO3)C1=COCCO1	0	-9	4	-20	-1	1	-2	.
C[C@@H]1CCCCO[C@H](CN(C)CC2CCCCC2)[C@H](C)CN([C@H](C)CO)C(=O)c2cc(NS(=O)(=O)c3cccs3)ccc2O1	5	-5	-11	3	-17[16.7 µM]	-4	40	0.1
CCCCC[C@@H]1C=C(C(=O)O)[C@H](c2ccc(CC)cc2)N1S(=O)(=O)c1ccc(C)cc1	1	0	2	1	-1	0	-21	0.0
O=C(CSC1=NC(=O)C(c2ccccc2)C(=O)N1)Nc1ccccc1Cl (stereo not given)	2	-1	0	1	3	.	.	.

The list goes on (6 carried over from the part before).
SMILES	PglD DTNB	RAD54 branch	PGC1a acetyl inh	Cneo AK release	miR-122 sensor	ERAP1 inh	RAD52 inh	E-selectin induc
Cc1c(NS(=O)(=O)c2cc(C(=O)O)ccc2Cl)c(=O)n(-c2ccccc2)n1C	3	0	6	-1	0	1	-13	.
CC(C)Cc1csc(NC(=O)c2ccc(Cl)cc2)c1C(=O)O	2	4	-1	2	-2	.	.	.
O=C(Nc1nc2cc3c(cc2s1)OCCO3)C1=COCCO1	0	-9	4	-20	-1	1	-2	.
C[C@@H]1CCCCO[C@H](CN(C)CC2CCCCC2)[C@H](C)CN([C@H](C)CO)C(=O)c2cc(NS(=O)(=O)c3cccs3)ccc2O1	5	-5	-11	3	-17[16.7 µM]	-4	40	0.1
CCCCC[C@@H]1C=C(C(=O)O)[C@H](c2ccc(CC)cc2)N1S(=O)(=O)c1ccc(C)cc1	1	0	2	1	-1	0	-21	0.0
O=C(CSC1=NC(=O)C(c2ccccc2)C(=O)N1)Nc1ccccc1Cl (stereo not given)	2	-1	0	1	3	.	.	.
CCN(CC(=O)Nc1ccc(NC(C)=O)cc1)C(=O)c1cccnc1Sc1ccc(C)c(C)c1	3	1	18	-2	-7	3	-14	0.5
CCOC(=O)C1CCCN(C(=O)c2cn(C)c3ccc(S(=O)(=O)N(C)C)cc3c2=O)C1 (stereo not given)	1	8	.	3	.	-1	5	-0.1
CCn1c(CS(=O)Cc2ccc(Cl)cc2Cl)nnc1SCc1c(Cl)cccc1Cl (stereo not given)	-5	8	-2	5	-2	2	-6	.
Cc1nn(-c2ccccn2)c2c1C(=O)CC(C)(C)C2Br (stereo not given)	-5	-6	-16	-4	-10	-3	-6	.
COc1ccc(N/C=C2/CCCCC2=O)cc1	4	10	1	1	0	.	.	.
CC1CCCN(CC(O)CN2CCN(CC(O)CN3CCCC(C)C3)C(C)C2)C1 (stereo not given)	6	2	-1	1	.	-1	1	-3.8
O=C(COC(=O)CCc1c[nH]c(=O)[nH]1)Nc1ccccc1	-2	-6	-4	0	11	.	.	.
C#CCOCCOCCOCCNc1nc(N2CCOCC2)nc(N2CCN(C(=O)Cn3cc(CCCN=C(N)N)nn3)CC2)n1	-5	-10	.	-1	.	0	4	1.1
C[C@H]1CN([C@@H](C)CO)S(=O)(=O)c2ccc(C#Cc3ccccc3)cc2O[C@H]1CN(C)C(=O)Nc1ccccc1	-2	-6	-12	-3	12[16.7 µM]	-2	9	0.0
COc1ccccc1CNC(=O)C[C@@H]1C[C@@H]2c3cc(NC(=O)CN(C)C)ccc3O[C@@H]2[C@H](CO)O1	-1	-1	-3	-4	5[16.7 µM]	0	19	0.2
C[C@H](CO)N1C[C@H](C)[C@@H](CN(C)Cc2ccc(C(F)(F)F)cc2)Oc2c(NC(=O)CCCCCC(=O)Nc3ccccc3N)cccc2C1=O	.	.	-32	.	.	4	-22	0.0
CC(=O)N1CCOc2ccc(S(=O)(=O)N3CCC(C)CC3)cc21	0	6	.	-3	.	-1	-9	.
COc1ccccc1C1CCN(Cc2cccc3ccccc23)CC1	3	2	-12	-2	10	-1	-8	-0.1
CCN(CC(=O)Nc1ccccc1C(F)(F)F)C(=O)c1oc2c(Cl)cccc2c1C	0	-2	-1	4	-9	2	-11	-0.2
COc1ccccc1NC(=O)N[C@H]1CC[C@H](CCn2cc(C3(O)CCCC3)nn2)O[C@@H]1CO	-3	6	-8	-1	-4[16.7 µM]	-5	1	0.1
O=C1N(Cc2cccc(Cl)c2)C[C@@H]2C[C@@H](c3cccn3-c3nccs3)N3CCC[C@@]123	.	.	-14	.	9	.	-71	1.6
O=C(Nc1ccccc1Cl)c1cc2ccccc2o/c1=N\O	8	4	.	-1	-4	3	-23	.
Cc1ccc(Cn2c([N+](=O)[O-])cnc2C)cc1	-4	0	1	0	0	.	.	.
O=[N+]([O-])c1ccc(O)c2cccnc12	3	5	-2	1	-12	-2	-22	-1.0
O=C(Nc1ccc(S(=O)(=O)N2CCc3ccccc32)cc1)c1ccco1	-2	-15	1	1	6	.	.	.
CCN(CC)S(=O)(=O)c1cc(C(=O)O)c(Cl)cc1Cl	2	6	-7	1	-2	.	.	.
CN1C(=O)c2cc(NS(=O)(=O)c3cccc(F)c3)ccc2OC[C@@H]2O[C@@H](CC(=O)N3CCc4ccccc4C3)CC[C@@H]21	1	-4	2	-1	-7[16.7 µM]	.	.	-0.2
COc1ccc(NC(=O)C2CCN(S(=O)(=O)c3c(C)noc3/C=C/N(C)C)CC2)cc1	1	-5	1	1	.	-1	-8	.
CCOc1ccc(NC(=O)CN(C)S(=O)(=O)c2ccc3c(c2)CCC(=O)N3)cc1	0	-8	1	3	2	.	-14	0.0
O=C(CSc1ncnc2ccccc12)Nc1cccc(S(=O)(=O)N2CCCC2)c1	6	-10	9	4	4	0	-42	.

(further entries)
SMILES	PglD DTNB	RAD54 branch	PGC1a acetyl inh	Cneo AK release	miR-122 sensor	ERAP1 inh	RAD52 inh	E-selectin induc
CC(Oc1ccc(Cl)cc1Cl)c1nc(-c2ccc(NC(=O)c3ccco3)cc2)no1 (stereo not given)	5	-12	.	-1	1	2	-59	.
CCCn1c(C(O)c2ccc3c(c2)OCO3)nc2ccccc21 (stereo not given)	2	3	2	2	3	1	-2	.
Cc1ccc(C)c(C(=O)C(C)OC(=O)c2cccn2C)c1 (stereo not given)	-1	-2	0	4	-4	.	.	.
CO[C@H]1CN(C)C(=O)c2ccc(NC(=O)Nc3cc(F)ccc3F)cc2OC[C@H](C)N(C)C[C@H]1C	-1	-5	21	0	.	-1	-25	0.0
COc1cc(OC)cc(-c2cc(N)n(S(=O)(=O)Cc3ccccc3)n2)c1	0	1	-3	0	4	6	-89	-0.1
CN1C(=O)C(=C2CCCCCC2)SC1=S	0	1	-10	-2	-3	.	.	.
CC1(C(=O)NS(=O)(=O)c2cccc(Cl)c2)CCN1C(=O)c1cccc(F)c1 (stereo not given)	1	-10	5	5	-1	2	-8	-0.1
CC(=O)Nc1ccc(/C=N/NC(=O)CC2CCCCC2)cc1	-5&-1	-3&3	-12	-1	-1	-2	-14	.
Cc1[nH]c(=O)[nH]c(=O)c1/C=N/NC(=O)[C@H](CC(C)C)NC(=O)OC(C)(C)C	1	0	9	1	-4	.	.	.
COc1cccc(/C=C/C(=O)OCC(=O)c2ccccc2)c1OC	4	-7	-4	-2	-10	1	2	-0.2
COc1ccc(C2CC(c3cccs3)=NN2C(=O)CSc2nncn2C)cc1OC (stereo not given)	.	.	1	.	.	-2	7	-0.1
CC1(C)Oc2ccc3ccc(=O)oc3c2CC1O (stereo not given)	1	-4	11	1	-3	0	-7	.
O=C(COC(=O)CCC(=O)Nc1nccs1)NCc1ccco1	1	-6	.	0	13	.	.	.
COc1ccc(F)c(C2C(C#N)=C(N)Oc3n[nH]c(C(C)(C)C)c32)c1 (stereo not given)	-15	-15	2	0	-1	.	.	.
COc1ccc(-n2c(=O)c3ccccc3n(CC(=O)Nc3ccccc3OC)c2=O)cc1	.	.	7	.	.	-1	-5	3.5
CCCC(=O)Nc1ccc2c(c1)C(=O)N(C)C[C@H](OC)[C@@H](C)CN(C)[C@@H](C)CO2	2	2	2	7	23[16.7 µM]	-4	-8	1.0
O=C(OCC(=O)N1CCCCCC1)c1cccs1	6	3	39	-2	-6	.	.	.
CCSc1nc2sc3c(c2c(=O)n1-c1ccccc1)CCN(C(C)C)C3	1	20	-4	5	-1	1	-26	0.5
O=S(=O)(c1ccccc1)N1CCCCN2[C@@H](CO)[C@@H](c3ccc(C#Cc4ccccn4)cc3)[C@@H]2C1	2	1	15	-1	-12[16.7 µM]	-4	-28	0.4
CSc1ccc(CN2CCC(C)(Oc3ccc(-n4ccnc4)cc3)C2)cc1 (stereo not given)	2	-6	7	5	-1	-3	3	-0.2
